aSyn 5UTR inh: 5' untranslated region of α-synuclein, MLPCN primary screen. alpha-synuclein 5'UTR reporter, inhibitor activity. inhibition, % (tested at 7.5 µM). 300,000 compounds, 0.82% hits; in the data active = inhibition above about 60%;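 also: H4 neuroglioblastoma cells stably carrying SNCA 5'UTR luciferase fusion; 0% = DMSO wells and 100% = positive control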
HIF activator: HIF pathway transcriptional activation; U2OS HRE-luciferase reporter, luminescence; normalized: DMSO 0%, desferrioxamine 100%; activation, % at 7.5 µM (by protocol); 300,000 compounds, 0.32% hits;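 active = mean activation of at least 10% of the iron chelator positive control signal, with at least half of replicates also reaching 10%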
TRPC6 inhibitor: blocks the mouse TRPC6 cation channel. Q61143. HEK293-TRPC6, membrane potential dye, ACh-evoked depolarization; stronger effect = lower value. 310,000 compounds, 1.1% hits. B-score at 10 µM;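 active = B-score under library mean minus 3 SD, initial fluorescence not abnormally high, positive integrated signal ratio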;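 also: B-score derived from integrated fluorescence ratio over the kinetic read; more negative B-score means stronger inhibition of depolarization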
Target sequence (Q61143 whole entry, looked up): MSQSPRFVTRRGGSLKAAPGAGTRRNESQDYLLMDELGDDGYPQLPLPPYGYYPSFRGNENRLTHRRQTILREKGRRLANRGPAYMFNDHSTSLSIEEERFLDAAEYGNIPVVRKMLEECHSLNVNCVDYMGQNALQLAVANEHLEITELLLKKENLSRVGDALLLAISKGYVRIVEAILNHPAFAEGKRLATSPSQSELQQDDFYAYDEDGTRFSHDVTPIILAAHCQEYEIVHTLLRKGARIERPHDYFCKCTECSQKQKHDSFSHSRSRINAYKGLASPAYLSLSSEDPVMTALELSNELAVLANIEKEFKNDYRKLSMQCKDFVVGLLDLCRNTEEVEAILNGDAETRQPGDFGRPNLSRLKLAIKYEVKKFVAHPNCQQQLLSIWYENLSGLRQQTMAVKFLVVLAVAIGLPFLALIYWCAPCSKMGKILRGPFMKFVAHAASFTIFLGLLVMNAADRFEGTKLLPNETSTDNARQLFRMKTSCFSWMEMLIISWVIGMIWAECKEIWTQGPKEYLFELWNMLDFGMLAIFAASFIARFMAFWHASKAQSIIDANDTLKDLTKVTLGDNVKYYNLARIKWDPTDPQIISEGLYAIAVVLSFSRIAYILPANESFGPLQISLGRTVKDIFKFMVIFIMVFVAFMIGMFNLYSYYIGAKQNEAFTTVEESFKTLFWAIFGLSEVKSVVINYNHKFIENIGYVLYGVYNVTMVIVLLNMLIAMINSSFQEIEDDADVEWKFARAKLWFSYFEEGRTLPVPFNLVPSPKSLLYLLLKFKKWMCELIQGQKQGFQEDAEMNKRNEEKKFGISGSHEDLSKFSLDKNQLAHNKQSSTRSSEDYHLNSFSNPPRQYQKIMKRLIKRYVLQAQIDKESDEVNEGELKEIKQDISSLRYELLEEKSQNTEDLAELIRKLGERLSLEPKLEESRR
TRPC4 inh: TRPC4 (mouse) channel inhibition; Q9QUQ5; HEK293 TRPC4beta/mu-opioid, DAMGO-evoked Fluo4 calcium flux; stronger effect = lower value; B-score at 10 µM; 300,000 compounds, 0.39% hits;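 active = B-score over 3 SD under the library average, no early fluorescence shift, positive overall ratio signal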
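material = TRPC4beta/mu-opioid receptor HEK293 cell line | probe or stimulus = sequential submaximal and maximal DAMGO stimulation | compound dosing = one concentration per compound | measured by = Fluo4 Ca2+ flux fluorescence | evaluation = integrated fluorescence ratio relative to baseline, converted to per-well B score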
SKKanGAS inh: SKKanGAS growth inhibition; AID 1662; 300,000 compounds, 1.3% hits; S. pyogenes SKKanGAS, kanamycin growth, BacTiter-Glo, 6 h; inhibition, % at 7.5 µM;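 active = mean replicate score, as percent of positive control median, at least 50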;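 also: strain carries kanamycin resistance gene driven by streptokinase promoter and grows in 40 µg/ml kanamycin; loss of luminescence reflects streptokinase promoter inhibition or plain growth inhibition; 0% = median of DMSO wells and 100% = positive control at its reference dose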
TRPC4 PAM: allosterically enhances the mouse TRPC4 cation channel; HEK293 TRPC4beta/mu-opioid, DAMGO EC20, Fluo-4 Ca2+ flux; stronger effect = higher value; B-score at 10 µM; 310,000 compounds, 0.42% hits;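 active = B-score of calcium response area above 5 SD of library B-scores, with initial fluorescence ratio within 5 SD of library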;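 also: B-score of integrated fluorescence ratio over time as area under calcium response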
IEC-6 tox: IEC-6 cytotoxicity, counter-screen for KLF5 inhibitors | luminescence viability | inhibition, % at 5 µM | 290,000 compounds, 0.78% hits | AID 1825; in the data active = inhibition above about 22%;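 also: 0% = plate median of test compound wells and 100% = cytotoxic reference compound wells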
MrgX1 antag: human MrgX1 receptor antagonism, primary screen; MRGX1-HEK293 calcium flux, Fluo-4, BAM8-22 antagonism; stronger effect = lower value; B-score at 10 µM; 310,000 compounds, 1.3% hits;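 active = calcium-response B-score plate-corrected more than 3 library SD below zero, starting fluorescence within 5 deviations, no agonist response on first addition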;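 also: peak minus trough fluorescence over baseline after final BAM8-22 challenge near maximal dose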
TRPC4 agonist: opens the mouse TRPC4 cation channel; Q9QUQ5; 310,000 compounds, 0.49% hits; HEK293 TRPC4beta/mu-opioid, Fluo4 calcium fluorescence; stronger effect = higher value; B-score at 10 µM; AID 2237;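 active = B-score above 5 SD of library B-scores, and initial fluorescence ratio not above library mean plus 5 SD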;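 also: positive B-score marks a calcium rise read as TRPC4 activation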
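Test system: HEK293 cells stably co-expressing mouse TRPC4beta and mu-opioid receptor | Schedule: Fluo4 dye loading 45 min at room temperature, 110 s recording | Measured by: Kinetic Fluo4 calcium fluorescence, 5 s baseline at 1 Hz | Evaluation: B score of integrated ratio | Controls: Buffer (low) and maximal DAMGO (high)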
TRPC6 activator: activates the mouse TRPC6 cation channel; Q61143; HEK293-TRPC6 membrane potential dye fluorescence; stronger effect = higher value; B-score at 10 µM; 310,000 compounds, 0.13% hits; AID 2550;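 active = B-score of the integrated fluorescence ratio above library mean plus 3 SD, and starting fluorescence ratio within library mean plus 5 SD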;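 also: higher score means more depolarization so channel activation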
KLF5 inhibitor: inhibitors of KLF5 expression | DLD-1 KLF5 promoter-luciferase reporter, luminescence | inhibition, % at 5 µM | 290,000 compounds, 0.23% hits;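 active = inhibition above a per-plate limit of that plate's mean compound inhibition plus 3 SD, cut at about 60% in these data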;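 also: 0% = DMSO wells and 100% = LY294002 at 200 µM; higher means less KLF5 promoter-driven luciferase light; inactives centre near -14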
Starred values were filed as active, the others as inactive; i = inactive; . = no result given.

SMILES	aSyn 5UTR inh	HIF activator	TRPC6 inhibitor	TRPC4 inh	SKKanGAS inh	TRPC4 PAM	IEC-6 tox	MrgX1 antag	TRPC4 agonist	TRPC6 activator	KLF5 inhibitor
CCCCn1c(N)c(N(CC(C)C)C(=O)C2CC(=O)N(c3ccc(CC)cc3)C2)c(=O)[nH]c1=O (stereo unspecified)	9	1.1	i	i	-6	i	.	i	i	i	.
O=C(Nc1ccc(NC(=O)C2CCCCC2)nc1)c1ccco1	-101	1.2	i	i	-3	i	-3	i	i	i	-53
O=C(OCc1cc2ccccc2[nH]c1=O)c1ccco1	-13	.	i	i	-9	i	3	i	i	i	-33
CSc1nc2nccc(-c3ccc(Cl)cc3)n2n1	20	-0.1	i	i	-3	i	-4	i	i	i	-3
COc1ccc(S(=O)(=O)N2CCCC(C(=O)NC3CC3)C2)cc1OC (stereo unspecified)	-14	-0.3	i	i	-5	i	.	i	i	i	.
COc1ccccc1NC(=O)Cc1nnc(SCC(=O)c2ccccc2)n1C	6	0.7	i	i	-1	i	-1	i	i	i	1
COc1ccc(C(=O)NC(C)c2ccc(-n3ccnc3)cc2)c(OC)c1 (stereo unspecified)	19	-0.2	i	i	3	i	0	-10*	i	i	-6
COc1cccc(C(c2c(C)[nH]n(-c3ccccc3)c2=O)c2c(C)[nH]n(-c3ccccc3)c2=O)c1OC	-33	0.3	i	i	1	i	5	i	i	i	-11
Cc1cc(C)n(-c2nc(-c3cccc(Cl)c3)cs2)n1	-102	2.2	i	i	16	i	6	i	i	i	-1
Cc1ccc(/C=C(\NC(=O)c2ccccc2)C(=O)NCCN2CCOCC2)o1	2	-0.2	i	i	-5	i	2	i	i	i	-8
O=C1CN(C(=O)COc2ccc(Br)cc2)c2ccccc2N1	7	0.9	i	i	8	i	1	i	i	i	0
CCN(CC)CCCn1c(=S)[nH]c2cc(OC)c(OC)cc2c1=O	-4	-0.1	i	i	7	i	-1	i	i	i	1
O=C(COC(=O)COc1ccccc1Cl)Nc1ccccc1OC(F)F	-15	0.5	i	i	4	i	6	i	i	i	-2
Cc1nn2c(=O)cc(COC(=O)c3ccc(S(=O)(=O)N4CCCCC4)cc3)nc2s1	0	0.0	i	i	-4	i	-1	i	i	i	-16
Cc1ccc(C)c2c1cc(C)c1nnc(SCc3ccccn3)n12	-8	-0.1	i	i	4	i	-4	i	i	i	-10
O=C(O)c1ccccc1NCc1ccsc1	12	-0.5	i	i	1	i	3	i	i	i	-8
CCOC(=O)CC1=CC(C)(CC(=O)OCC)C(C#N)(C#N)C(N)=C1C#N (stereo unspecified)	-15	-0.4	i	i	-7	i	1	i	i	i	12
CN(C)c1ccc(N=Nc2ccc(S(=O)(=O)O)cc2)c2ccccc12	-11	-0.4	i	i	-7	i	1	i	i	i	-13
COCc1nc2ccccc2n1CCCOc1ccccc1	21	0.1	i	i	5	i	-1	i	i	i	6
C=CCC(C#Cc1ccc(C)cc1)N(CC)CC (stereo unspecified)	10	-0.6	i	i	-2	i	4	i	i	i	-6
O=C(Nc1ccc(F)cc1F)c1ccccc1NC(=O)C1CC=CCC1C(=O)O (stereo unspecified)	-6	0.1	i	i	-6	i	-1	i	i	i	-37
Cc1cc(C(=O)N[C@H](c2ccccc2)[C@@]2(C)C[C@@H]2[C@@H](C)C(=O)Nc2ccc3ccccc3c2)no1	0	-0.2	i	i	31	i	-8	i	i	i	-11
CCCn1nnnc1COc1ccc(C(N)=O)cc1	-9	0.4	i	i	7	i	-7	i	i	i	-14
COc1cc(NC(=O)Cn2ncc(Cl)c(Cl)c2=O)c(C)cc1[N+](=O)[O-]	121*	-5.4	i	i	4	i	3	.	i	i	-6
CN1CCN(S(=O)(=O)c2cccc(C(=O)Nc3cc(C(F)(F)F)ccc3N3CCCCC3)c2)CC1	11	0.1	i	i	-9	i	.	i	i	i	.
SMILES	aSyn 5UTR inh	HIF activator	TRPC6 inhibitor	TRPC4 inh	SKKanGAS inh	TRPC4 PAM	IEC-6 tox	MrgX1 antag	TRPC4 agonist	TRPC6 activator	KLF5 inhibitor
Cc1cc(N2C(=O)C(O)=C(C(=O)c3ccco3)C2c2cccc(Oc3ccccc3)c2)no1 (stereo unspecified)	-26	0.4	i	i	31	i	11	i	i	i	4
Cc1ccc(Nc2nc3c(c(=O)[nH]2)CCCC3)cc1	-143	1.2	i	i	-12	i	1	i	i	i	2
CCOC(=O)[C@@H]1[C@H]2COc3ccccc3[C@@H]2N2C(=O)N(c3cccc(C)c3)C(=O)[C@]12C	9	2.2	i	i	9	i	0	-5.8*	i	i	-17
NNC(=O)C1CC1c1ccc(Cl)cc1 (stereo unspecified)	19	-0.2	i	i	0	i	6	i	i	i	-21
Cc1cc(C)cc(N2C(=O)CC(n3nc(C)cc3C)C2=O)c1 (stereo unspecified)	9	-0.2	i	i	-1	i	5	i	i	i	-10
COc1ccc(OCCn2cnc(Cl)c2Cl)cc1	-3	-0.2	i	i	-6	i	2	i	i	i	7
CCOc1nc(-c2ccc(OC)cc2)ccc1-c1noc(-c2cc(OC)c(OC)c(OC)c2)n1	-6	0.6	i	i	1	i	6	i	i	i	22
O=c1ccc2cc(S(=O)(=O)N3CCN(c4ccccc4)CC3)ccc2[nH]1	-13	-0.3	i	i	-2	i	-6	i	i	i	-5
CCCn1c(CCC(=O)O)nc2cc(S(N)(=O)=O)ccc21	0	0.3	i	i	-3	i	-1	i	i	i	-9
COC(=O)c1nn(-c2ccc(OC)cc2)ccc1=O	2	0.4	i	i	-1	i	6	i	i	i	-20
CCOC(=O)CCc1c(C)c(C#N)c2nc3ccccc3n2c1-n1cnc2ccccc21	27	0.4	i	i	3	i	-2	i	i	i	-16
CC1(C)Cc2cccc(OCC(=O)N3CCN(c4ccccc4)CC3)c2O1	21	-0.8	i	i	-7	i	-3	i	i	i	-20
Cc1cc(C)nc(NN2C(=O)/C(=C/c3ccc(O)cc3)SC2=S)n1	3	-0.3	i	i	4	i	-2	i	i	i	-11
NS(=O)(=O)c1ccc(O)c(NC(=O)c2ccc([N+](=O)[O-])cc2)c1	-4	-0.1	i	i	-3	i	5	i	i	i	0
C[C@H](O)[C@@]1(O)CC[C@H]2[C@@H]3CC[C@@H]4C[C@H](O)CC[C@]4(C)[C@H]3CC[C@@]21C	8	0.2	i	i	1	i	.	i	i	i	.
CC1(C)CC(=O)C=C(NCCN2CCN(C(=S)Nc3ccccc3)CC2)C1	-1	0.1	i	i	0	i	-2	i	i	i	-14
O=[N+]([O-])c1cccnc1SCc1ccccc1	-3	1.3	i	i	2	i	-4	i	i	i	-48
Cc1cccc(NC(=S)N(c2ccccc2)C(C)C)c1C	9	-0.2	i	i	-6	i	0	i	i	i	-4
Cc1cc(NC(=O)CCN2C(=O)C3C4C=CC(C4)C3C2=O)ccc1Br (stereo unspecified)	0	-0.1	i	i	-3	i	-2	i	i	i	-19
O=C(COc1ccc(Cl)cc1Cl)NCCCNC(=O)c1cnccn1	27	0.0	i	i	6	i	0	i	i	i	-32
Cc1cc(C)n(C(=O)c2ccc([N+](=O)[O-])c(Cl)c2)n1	-7	-0.4	i	i	1	i	-5	i	i	i	-11
CCOC(=O)N1CCC(NC(=O)c2cc(COc3c(C)cccc3C)on2)CC1	-4	0.5	i	i	2	i	-4	i	i	i	7
CCOc1ccc(C2C(C(=O)c3ccco3)=C(O)C(=O)N2Cc2cccnc2)cc1OC (stereo unspecified)	-1	0.1	i	i	-5	i	-1	i	i	i	-10
CN(CCCNC(=O)Cn1cc2c(n1)CCCC2)C1CCCCC1	18	-0.1	i	i	-4	i	-7	i	i	i	-34
COc1ccc(CC(=O)Nc2cc(=O)n(C)c(=O)n2C)cc1OC	10	0.1	i	i	-2	i	0	i	i	i	-11

Of the compounds above, these have bromine:
SMILES	aSyn 5UTR inh	HIF activator	TRPC6 inhibitor	TRPC4 inh	SKKanGAS inh	TRPC4 PAM	IEC-6 tox	MrgX1 antag	TRPC4 agonist	TRPC6 activator	KLF5 inhibitor
O=C1CN(C(=O)COc2ccc(Br)cc2)c2ccccc2N1	7	0.9	i	i	8	i	1	i	i	i	0
Cc1cc(NC(=O)CCN2C(=O)C3C4C=CC(C4)C3C2=O)ccc1Br (stereo unspecified)	0	-0.1	i	i	-3	i	-2	i	i	i	-19

Additional results
SMILES	aSyn 5UTR inh	HIF activator	TRPC6 inhibitor	TRPC4 inh	SKKanGAS inh	TRPC4 PAM	IEC-6 tox	MrgX1 antag	TRPC4 agonist	TRPC6 activator	KLF5 inhibitor
COc1cccc(CN(C)C(=O)c2cc(S(=O)(=O)NCc3ccccc3)ccc2C)c1OC	1	0.1	i	i	-4	i	.	i	i	i	.
CCC12CN3CCN(CC(C3)/C1=N\NC(=O)c1ccc(F)cc1)C2	-15	0.1	i	i	-2	i	6	i	i	i	-33
CC1CC(C)CN(CCCn2c(=S)[nH]c3ccccc3c2=O)C1 (stereo unspecified)	7	-0.3	i	i	-1	i	9	i	i	i	1
CC/C(=N/NC(=O)CNc1ccc(Cl)cc1C)c1ccccc1	-14	0.0	i	i	12	i	-2	i	i	i	11
NC1=NC(=O)/C(=C/c2cn(CCC(=O)O)nc2-c2ccc(Cl)cc2)S1	-18	-0.3	i	i	-5	i	-2	i	i	i	-41
Cc1cc(C)cc(N(CC(=O)NC2CCCC2)C(=O)C2(C)CC(=O)N=C3C=CC=CN32)c1 (stereo unspecified)	-15	3.5	i	i	20	i	0	i	i	i	-6
O=C(NC12CC3CC(CC(C3)C1)C2)c1cccnc1	26	-0.4	i	i	-4	i	0	i	i	i	-32
OC1C[N+]2(CCCCC2)C1	27	0.1	i	i	3	i	-1	i	i	i	-3
CCCC1S/C(=N/N=C/c2ccc(OC)cc2)N(Cc2ccccc2)C1=O (stereo unspecified)	-15	-1.5	i	i	4	i	-1	i	i	i	-37
Cc1ccccc1OCCn1cc(C(=O)O)c2ccccc21	-6	-0.1	i	i	-3	i	2	i	i	i	-50
CCCCS(=O)Cc1ccccc1 (stereo unspecified)	-25	0.2	i	i	-2	i	-3	i	i	i	-13

3 entries from above, reformatted.
Values in the order – aSyn 5UTR inh	HIF activator	TRPC6 inhibitor	TRPC4 inh	SKKanGAS inh	TRPC4 PAM	IEC-6 tox	MrgX1 antag	TRPC4 agonist	TRPC6 activator	KLF5 inhibitor
- COc1ccc(OCCn2cnc(Cl)c2Cl)cc1
    -3	-0.2	i	i	-6	i	2	i	i	i	7
- CCOc1nc(-c2ccc(OC)cc2)ccc1-c1noc(-c2cc(OC)c(OC)c(OC)c2)n1
    -6	0.6	i	i	1	i	6	i	i	i	22
- O=c1ccc2cc(S(=O)(=O)N3CCN(c4ccccc4)CC3)ccc2[nH]1
    -13	-0.3	i	i	-2	i	-6	i	i	i	-5

Screening data deposited in PubChem by several laboratories.
